NIH3T3 tox: kills NIH 3T3 cells; NIH 3T3 viability, CellTiter-Glo ATP luminescence, 48-72 h; Potency, µM (highest dose often 96.7 µM), for inactives: at the top dose activity change, negative = cytotoxicity, usual class: inhibitors; hit rate 4.3% among 94,000; further: potency means the concentration at half of the fitted maximal effect; nearly all actives have a fitted effect of over 55% in size
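First NIH 3T3 cells are plated at 400 cells/well; next compound is pinned in; then plates incubate 48 or 72 hr at 37 °C; finally CellTiter-Glo is added and luminescence read after 10 min.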
SNCA expr inh: inhibitors of alpha-synuclein (SNCA) gene expression; Potency, µM (doses to about 57.2 µM), inactives show top-dose activity change, negative = inhibition, most hits filed as inhibitors; HEK-293 SNCA-luciferase knock-in, luminescence, 24 h; hit rate 0.17% among 140,000;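 further: potency means the concentration at half of the fitted maximal effect; plate controls were DMSO cells for no effect and cell-free wells for full effect; nearly all actives have a fitted effect of over 45% in size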
IP6K1 inhibitor: inhibitors of human IP6K1. IP6K1 kinase, ADP-Glo luminescence, 2 h; stronger effect = lower value. activity change, % (series mostly up to about 58 µM). hit rate 0.81% among 140,000. AID 1645851; in the data active means activity change below about -25%
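ADP-Glo luminescence measures ADP made by human IP6K1 during a 2 h RT reaction with ATP/IP6 (mix at 1.3 mM/130 uM); top library doses 57.5 and 19.1 uM final.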
GPT2 inh: GPT2 alanine aminotransferase inhibition | Q8TD30 | Recombinant GPT2, coupled pyruvate oxidase/HRP Amplex Red fluorescence | Potency, µM (titrated, usually from 57.7 µM), inactives show at the highest dose activity change, negative = inhibition, usual class: inhibitors | hit rate 0.25% among 100,000 | AID 1671188; further: potency means the concentration at half of the fitted maximal effect; nearly all actives have a fitted effect of over 60% in size; many of its hits are not listed in these tables
Target sequence (Q8TD30 whole entry, looked up): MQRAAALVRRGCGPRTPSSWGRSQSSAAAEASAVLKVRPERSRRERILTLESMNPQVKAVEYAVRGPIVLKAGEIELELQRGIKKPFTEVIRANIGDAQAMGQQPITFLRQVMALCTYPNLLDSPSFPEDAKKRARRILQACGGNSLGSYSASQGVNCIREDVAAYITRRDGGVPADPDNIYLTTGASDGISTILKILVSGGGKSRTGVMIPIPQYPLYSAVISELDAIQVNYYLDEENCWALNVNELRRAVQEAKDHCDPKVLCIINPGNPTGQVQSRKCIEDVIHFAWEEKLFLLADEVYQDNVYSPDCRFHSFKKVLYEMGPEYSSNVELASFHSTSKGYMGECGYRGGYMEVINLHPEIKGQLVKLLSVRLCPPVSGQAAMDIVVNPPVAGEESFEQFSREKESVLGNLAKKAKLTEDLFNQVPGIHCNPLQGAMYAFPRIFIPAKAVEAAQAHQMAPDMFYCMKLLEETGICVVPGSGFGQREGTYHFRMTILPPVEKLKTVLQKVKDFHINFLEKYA
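GPT2 10ng/uL, a-KG 250uM, L-Ala 2mM, HEPES pH7.5 + 0.0001% Tween; 30 min RT. Then Amplex mix (PO/HRP/ThPP), 30 min RT dark, fluorescence. AOA 50uM used as positive control.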
HEK cytotox: HEK 293 cell cytotoxicity; hit rate 6.6% among 94,000; HEK 293 viability, ATP luminescence (CellTiter-Glo), 48-72 h; Potency, µM (top dose mostly 115 µM), without a hit: at the highest dose activity change, negative = cytotoxicity, usual class: inhibitors; further: potency means the concentration at half of the fitted maximal effect; nearly all actives have a fitted effect of over 60% in size
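HEK 293 cells seeded at 250 cells/well were exposed to compound for 48 or 72 hr at 37 degree Celsius. Viability taken as ATP content by CellTiter-Glo luminescence.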
FLuc inh: inhibitors of firefly (Photinus pyralis) luciferase. P08659. purified P. pyralis luciferase, luminescence, biochemical. Potency, µM (series often up to 115 µM), without a hit: at the highest dose activity change, negative = inhibition, actives largely listed as inhibitors. hit rate 2.5% among 76,000. AID 1347043; further: potency means the concentration at half of the fitted maximal effect; nearly all actives have a fitted effect of over 65% in size
Target sequence (P08659 whole entry, looked up): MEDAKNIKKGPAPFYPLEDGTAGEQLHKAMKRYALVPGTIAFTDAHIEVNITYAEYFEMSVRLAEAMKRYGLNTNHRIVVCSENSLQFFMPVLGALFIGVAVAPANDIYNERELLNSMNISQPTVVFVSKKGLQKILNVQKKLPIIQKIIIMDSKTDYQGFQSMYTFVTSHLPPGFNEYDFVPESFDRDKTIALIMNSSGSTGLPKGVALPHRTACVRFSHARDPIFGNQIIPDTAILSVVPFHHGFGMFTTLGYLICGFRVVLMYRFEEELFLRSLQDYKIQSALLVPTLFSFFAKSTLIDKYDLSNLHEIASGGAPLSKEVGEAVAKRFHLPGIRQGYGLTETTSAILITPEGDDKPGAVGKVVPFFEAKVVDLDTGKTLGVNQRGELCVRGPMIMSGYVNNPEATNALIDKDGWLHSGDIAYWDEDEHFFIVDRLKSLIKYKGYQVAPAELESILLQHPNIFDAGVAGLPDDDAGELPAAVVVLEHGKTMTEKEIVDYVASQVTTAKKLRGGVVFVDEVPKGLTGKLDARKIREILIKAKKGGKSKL
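FLuc 10nM, D-luciferin 10uM, ATP 10uM, Mg acetate 10mM, Tris acetate pH 7.5, Tween/BSA; cpd qHTS; enzyme added last; CCD luminescence.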
HEK293 viab: reduces viability of HEK-293 SNCA reporter cells. HEK-293-SNCA-luc viability, GF-AFC fluorescence, 24 h. Potency, µM (highest dose often 57.1 µM), for inactives: top-dose activity change, negative = cytotoxicity, most hits filed as cytotoxic. hit rate 0.12% among 150,000. AID 1671193;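 further: potency means the concentration at half of the fitted maximal effect; 0% = DMSO-treated cells and -100% = medium-only wells without cells; nearly all actives have a fitted effect of over 30% in size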
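HEK-293-SNCA-luc cells (1500/well) plated 24 h, then exposed 24 h to a dilution series; GF-AFC added 30 min at 37C, fluorescence 405/540 nm; normalised to medium-only and DMSO wells, Hill fit.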
The depositor's hits bear a star; i = inactive; u = inconclusive; x = not tested or not shown; [ ] = another dose, or the depositor's remark. Unless noted, the call rests on the fitted dose curve; in most records, active means well fitted curve in the direction sought with a large enough effect; inconclusive means small, poorly fitted or top-dose-only effect, or another doubt; inactive means no such curve, though single readings can be large; an effect the other way counts as inactive or inconclusive. Unless noted, on the % scale 0 is the no-effect control and ±100 the full control effect.

compound	NIH3T3 tox	SNCA expr inh	IP6K1 inhibitor	GPT2 inh	HEK cytotox	FLuc inh	HEK293 viab
O=C(Cn1nc2n(c1=O)CCCCC2)Nc1ccccc1	i	-6%	-2	i	6%	6%	3%
CC(C)c1cnc2c(c1SCC(=O)c1ccccc1)c(=O)n(C)c(=O)n2C	x	0%	1	x	x	x	-5%
CC1(c2ccccc2)N(Cc2ccccc2C#N)C(=O)OC12CCN(CCc1ccccc1)CC2 (stereo not given)	u	u	-11	3%	u	-1%	3%
Cn1nnnc1SCCCNCc1cc(Cl)ccc1OCc1ccc(F)cc1	x	55%[activator]	-12	x	x	x	-6%
Cc1ccc(-c2cn3c(n2)N(C(=O)c2sc(C)nc2C)CCC3)cc1	i	56%[activator]	-7	-4%	-8%	-3%	6%
COC1C=C([C@@H]2CC=C3[C@@]4(C)C(CC[C@]32C)[C@@]2(C)C=CC(=O)C(C)(C)C2C[C@H]4OC(C)=O)C(=O)O1 (stereo not given in full)	x	x	-4	i	x	x	-21%[23.9 µM]
COCC1(c2nc(C3CCOCC3)nn2-c2ccccc2)CCC1	i	-25%	11	i	i	-3%	-5%
CCS(=O)(=O)N1CCc2cc(C(=O)Nc3cc(C(F)(F)F)ccc3Cl)ccc21	x	3%	-9	x	x	x	-8%
COC(=O)[C@@H]1Cc2c([nH]c3ccccc23)[C@H]2C[C@@H](NCCN3CCOCC3)C[C@@H](c3ccccc3F)N21	u	u	2	u	u	13%	28µM*
CCOC(=O)c1c(NC(=O)C(C)Sc2cn(CCNC(=O)c3ccccc3OC)c3ccccc23)sc2c1CCC2 (stereo not given)	x	27%	3	x	x	x	27%
O=C1CCC2(CCN(c3nc4ccccc4s3)CC2)CN1Cc1cccnc1	-25%	14%	1	-26%	u	-15%	-17%
Cc1ccc(NC(=O)C2CCCN(S(=O)(=O)c3ccc4c(c3)oc(=O)n4C)C2)cc1Cl (stereo not given)	x	-10%	1	x	x	x	-7%

In a second layout: entries from further up.
Second line of a record – NIH3T3 tox, SNCA expr inh, IP6K1 inhibitor, GPT2 inh, HEK cytotox, FLuc inh, HEK293 viab
O=C1CCC2(CCN(c3nc4ccccc4s3)CC2)CN1Cc1cccnc1
 : -25%, 14%, 1, -26%, u, -15%, -17%
O=C(Cn1nc2n(c1=O)CCCCC2)Nc1ccccc1
 : i, -6%, -2, i, 6%, 6%, 3%

Later entries:
compound	NIH3T3 tox	SNCA expr inh	IP6K1 inhibitor	GPT2 inh	HEK cytotox	FLuc inh	HEK293 viab
CNc1nccc(N2CCC(CC(=O)NCCCOC(C)C)CC2)n1	-14%	21%	-6	0%	u	11%	3%
Cc1noc(C)c1-c1cc2cc(CN(C)C)oc2c(NCc2cccnc2)n1	u	102%[activator][87.6 µM]	14	i	u	-6%[172 µM]	-1%[87.6 µM]
CN1CCN(c2nc3c(c(=O)[nH]2)CCN(Cc2cccn2C)CC3)CC1	i	-1%	17	i	-4%	1%	0%
O=C(Nc1ccc(Cl)cc1)N1Cc2[nH]cnc2C[C@H]1c1nc(-c2ccc(F)c(Cl)c2)no1	25µM*	2%	-12	2%	u	7.9µM*	u
CCN1c2cc(C(=O)Nc3ccc(OC)cc3)ccc2C(=O)N2CCCC21 (stereo not given)	4%	3%	-5	i	2%	-14%	-6%[12.5 µM]
Cc1oc2ncnc(N3CCOCC3)c2c1C(=O)N1CCN(c2cccc(C(F)(F)F)c2)CC1	x	12%	-17	x	x	x	12%
CC(C)N1CCN(C(=O)CCC[C@@H]2[C@H]3CCCN4CCC[C@@H](CN2Cc2ccccc2)[C@@H]34)CC1	u	23%	-6	-1%	u	11%	-2%
Cc1nc2nc(NC(=O)c3ccc(C(C)(C)C)cc3)[nH]n2c(=O)c1C	x	3%	-24	x	x	x	9%
Cn1c(SCc2ccc(F)cc2)nc2ccc(C(=O)NCc3cccc(Cl)c3)cc21	x	-32%	-7	x	x	x	21%
CC(C)c1ccc(NC(=O)CCn2c(=O)c3cccn3c3ccccc32)cc1	x	30%[activator]	10	x	x	x	14%
CNC(=O)[C@@H]1CN(C(=O)c2cnc(C)cn2)C[C@H]1c1n[nH]c(C)n1	-8%	1%	4	u	-12%	-14%	-7%
CN(Cc1ccc(-n2cccn2)cc1)C(=O)c1ccccc1C1CCNC1 (stereo not given)	i	u	-2	0%	i	0%	9%
CC(=O)N1CC2(CCN(Cc3nnc(-c4ccco4)o3)CC2)CC1C(=O)O (stereo not given)	i	-5%	-3	i	6%	12%	6%
CCC1CN(C(=O)N2CCC(C(=O)N3CCN(c4cc(C)ccc4C)CC3)CC2)c2ccccc2O1 (stereo not given)	x	6%	-7	x	x	x	2%
OC[C@H]1O[C@@H](Oc2cc(O)cc(/C=C/c3ccc(O)cc3)c2)[C@H](O)[C@@H](O)[C@@H]1O	x	x	19	u	x	x	-16%
Cc1nnc(-c2cc(-c3ccccc3)ccn2)n1CCc1ccccc1	u	32%[activator][87.6 µM]	-2	-3%[88.5 µM]	89µM*	-4%[172 µM]	2%[87.6 µM]
CCOc1ccc(S(=O)(=O)N(CC(=O)NCCc2ccc(OC)cc2)c2ccccc2)cc1	x	-1%	0	x	x	x	12%
CC(=O)N1Cc2ccccc2OC2(CCN(C(=O)c3ccnc(N)c3)CC2)C1	2%	u	-6	-5%	i	x	1%
Cn1c(CCC(=O)N2CCOCC2)nc2cc(S(=O)(=O)N3CCCC3)ccc21	-13%	9%	1	u	1%	0%	9%
Cc1noc(C)c1CC(=O)N1CCCC(Cc2noc(-c3cccnc3)n2)C1 (stereo not given)	-22%	-16%	-3	i	-10%	2%	u
O=C(Nc1ccccc1)c1cnc2n1CCN(Cc1ccc3c(c1)CCO3)CC2	u	-28%[87.6 µM]	-9	-13%[88.5 µM]	u	-2%[172 µM]	4%[87.6 µM]
O=C(c1ccc(C(F)(F)F)cc1)N1CCn2c(nn(-c3ccncc3)c2=O)C1	u	-17%	-3	i	u	4%	4%
COc1ccc(CCNC(=O)c2cc3n(n2)CC(c2ccc4c(c2)OCO4)OC3)cc1OC (stereo not given)	u	-6%	-8	-26%	u	-19%	u
Cc1cccc(N2CCN(c3ccc4cc(S(=O)(=O)N5CCC(C)CC5)ccc4n3)CC2C)c1 (stereo not given)	x	8%	-7	x	x	x	1%

Another view of 2 compounds above:
Each structure is followed by: NIH3T3 tox, SNCA expr inh, IP6K1 inhibitor, GPT2 inh, HEK cytotox, FLuc inh, HEK293 viab
- CC(C)N1CCN(C(=O)CCC[C@@H]2[C@H]3CCCN4CCC[C@@H](CN2Cc2ccccc2)[C@@H]34)CC1
 : u, 23%, -6, -1%, u, 11%, -2%
- CC(=O)N1Cc2ccccc2OC2(CCN(C(=O)c3ccnc(N)c3)CC2)C1
 : 2%, u, -6, -5%, i, x, 1%

Going on with the list.
compound	NIH3T3 tox	SNCA expr inh	IP6K1 inhibitor	GPT2 inh	HEK cytotox	FLuc inh	HEK293 viab
Cc1cc(C(F)(F)F)nn1CC(=O)NCC(=O)N1CCCCCCNC(=O)CC1c1ccccc1 (stereo not given)	i	-15%	8	i	i	-3%	-1%
CCOC(=O)C1=C(CN2CCC(C(=O)OCC)CC2)NC(=O)NC1c1ccc(Cl)cc1 (stereo not given)	x	10%	-6	x	x	x	-7%
Cc1ccnc(N2CC[C@@H]3[C@@H](CCC(=O)N3CCc3ccccn3)C2)n1	-23%	-9%	4	-7%	-6%	1%	-4%
O=C(C1CCCC1)N1CCN(c2nnc3c(Cl)cccn23)CC1	-19%	-8%	10	i	-20%	1%	1%
Cc1cccc(NC(=O)c2ccc(-n3c(C)nnc3C)cc2)c1	x	15%	19	x	x	x	-2%
CCC(C)(C)C(=O)N1C[C@@H](CO)[C@H](c2nc(-c3ccncc3)no2)C1	-11%	18%	-9	i	1%	4%	2%
O=S(=O)(NC1CCC(c2cc(F)ccc2F)(S(=O)(=O)c2ccc(Cl)cc2)CC1)C(F)(F)F (stereo not given)	x	x	13	i	x	x	-18%
CCOC(=O)C1(Cc2cccc(Cl)c2)CCCN(Cc2cnn(C)c2)C1 (stereo not given)	-30%	u	3	-8%	u	8%	-4%
O=C1Nc2ccccc2CN(CC2CC2)C12CCNC2 (stereo not given)	-11%[138 µM]	7%[87.6 µM]	10	3%[88.5 µM]	-10%[172 µM]	x	-14%[87.6 µM]
O=C(O)C1CCCN(c2cn[nH]c(=O)c2)C1 (stereo not given)	1%	-16%	-13	i	4%	3%	1%
COc1ccc(NC(=O)C2CCCN(S(=O)(=O)c3ccc(F)cc3)C2)cc1 (stereo not given)	x	17%	20	x	x	x	-14%
COc1cccc(C(=O)N2CC(=O)N(Cc3c(OC)cccc3OC)CC(O)C2)c1 (stereo not given)	u	x	-1	x	-9%	x	x
COc1cccc(CNC(=O)C2CCCCC(=O)N2Cc2ccccc2)c1 (stereo not given)	-19%	11%	-9	i	-20%	x	-13%
OC[C@@H]1CN(Cc2ccoc2)C[C@H]1c1nc(-c2ccncc2)no1	-18%	71%[activator]	-9	1%	u	u	6%
O=C(COc1ccc2ccccc2c1Br)Nc1cccnc1	x	x	-10	-15%	x	x	-19%
COC(=O)c1c(NC(=O)/C(C#N)=C/c2ccc(OC)cc2)sc2c1CCC2	x	15%	37	x	x	x	4%
COc1ccc(-c2nnc(SCC(=O)N3CCCCC3)o2)cc1	x	65%[activator]	-4	x	x	x	1%
CNC(=O)c1nc2cccnc2n(Cc2ccccc2OC)c1=O	-9%[138 µM]	24%[87.6 µM]	3	i	1%[172 µM]	x	4%[87.6 µM]
COc1ccc(C)cc1NC(=O)Nc1nnc(N2CCCCC2)s1	x	-14%	-9	x	x	x	8%
CC(=O)NC(C(=O)OC1CCC(C)(C)C2CC=C3C(=O)OCC3C12C)C(C)C (stereo not given)	x	x	-5	i	x	x	-1%
COCCNC(=O)[C@H]1C[C@H](Oc2ccccc2)CN1Cc1ccc(C)o1	-11%	10%	16	-24%	u	2%	-6%
CCc1ccc(-n2c(N3CCN(c4cccc(Cl)c4)CC3)nc3ccccc3c2=O)cc1	x	30%	17	x	x	x	8%
Cn1cccc1CN1CCC(N2CCC[S+]2(=O)[O-])CC1	-12%[138 µM]	-10%[87.6 µM]	1	i	-18%[172 µM]	5%[172 µM]	4%[87.6 µM]
COc1ccccc1Oc1ncccc1CNC1CCCC1	1%	-2%	3	i	-23%	9%	3%
Cc1ncoc1C(=O)NCc1cccnc1N(C)Cc1ccccc1	-24%	22%	8	-14%	-9%	-22%	5%
COc1cccc(C(O)c2nc(C(=O)Nc3ccc4c(c3)NC(=O)CO4)c(C)o2)c1 (stereo not given)	u	-4%[87.6 µM]	1	3%[88.5 µM]	89µM*	63µM*	-14%[87.6 µM]
COc1cc2c(cc1OC)C(CNC(=O)c1cccc(Cl)c1)N(C(=O)Nc1ccccc1)CC2 (stereo not given)	0%	28%	-4	i	u	-7%	-9%

Assay outcomes as filed in PubChem.

An excerpt; count on the stated rates, not on these rows.
